Screens: PubChem, Broad Institute
PGC1a acetyl inh: inhibitors of PGC1a acetylation signal, primary screen, cell-based, U2OS, AlphaScreen, inhibitor mode | AlphaScreen anti-acetyl-lysine; with virally co-expressed GCN5 acetyltransferase | AID 651687, 2012 | inhibition, % at 15.6 µM | hit rate 0.17% among 350,000;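 active means every replicate shows inhibition of at least 40%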;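 further: 0% = neutral control wells and 100% = positive control wells; some results beyond the cut were filed as inactive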
PAX8 inh HTS: inhibitors of PAX8-driven TPO luciferase reporter, primary screen, RMG-I cells, single concentration | SteadyGlo, 24 h | inhibition, % at 12.6 µM | hit rate 1.2% among 360,000 | AID 652154, 2013;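 active means mean replicate inhibition at least 60% with every replicate also reaching 60%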;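 further: luciferase light reporting Pax8 driven TPO promoter activity; plate controls were median of neutral control wells for no effect and mitoxantrone controls for full effect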
LGR2 antag: inhibitors of bursicon-induced LGR2 CRE-luciferase signal, primary screen, cell-based, HEK293, CRE-luciferase reporter, bursicon stimulation. Drosophila bursicon receptor LGR2 (rickets). bursicon-stimulated, 4 h. inhibition, % at 9.99 µM. hit rate 0.35% among 380,000;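 active means drop in luminescence signal, shown as inhibition above about 50% in the replicate tests, limit read from the data, passing the limit was not always enough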;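 further: agonist challenge used bursicon conditioned medium at about half maximal strength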
PglD inh: C. jejuni PglD acetyltransferase inhibitors, primary screen, biochemical, DTNB colorimetric, single point; inhibition, % at 12.5 µM; hit rate 0.098% among 360,000; AID 602405, 2012; purified PglD enzyme, DTNB colorimetric CoA detection; in the data active means inhibition above about 16%, passing the limit was not always enough; further: strong numbers were not always called active
FN deposit inh: inhibitors of fibronectin matrix deposition, primary screen, AH1F cells, Alexa488-fibronectin fluorescence, plate reader; AH1F fibroblasts, overnight; inhibition, % at 12.6 µM; hit rate 0.086% among 350,000;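 active means mean inhibition across replicates of 30% or more, regardless of how many single replicates reach that level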;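 further: positive control wells lacked labelled fibronectin entirely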
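Assay system: AH1F fibroblast monolayer, labelled fibronectin deposition. Amount: 10000 cells per well. Also added: labelled fibronectin 24 nM. Compound: single-point pinned compound. Incubation: cell attachment 1 h, compound and FN exposure overnight. Detection: fluorescence after three HBSS washes, excitation 485 nm, emission 525 nm. Read-out: inhibition of fibronectin deposition signal.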
ERAP1 inh: human ERAP1 aminopeptidase inhibitors, primary screen, biochemical, single point, plate reader | Endoplasmic reticulum aminopeptidase 1 (Homo sapiens), Q9NZ08 | recombinant ERAP1, Leu-AMC fluorescence, 60 min | inhibition, % at 10.7 µM | hit rate 0.15% among 340,000 | AID 652197, 2013;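 active means mean replicate inhibition of at least 30%, or all replicates individually reaching that 30% level; inactive means mean below 30% and not every replicate reaching it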;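 further: 0% = neutral control wells and 100% = L-leucinethiol positive control wells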
Target sequence (Q9NZ08 whole entry, looked up): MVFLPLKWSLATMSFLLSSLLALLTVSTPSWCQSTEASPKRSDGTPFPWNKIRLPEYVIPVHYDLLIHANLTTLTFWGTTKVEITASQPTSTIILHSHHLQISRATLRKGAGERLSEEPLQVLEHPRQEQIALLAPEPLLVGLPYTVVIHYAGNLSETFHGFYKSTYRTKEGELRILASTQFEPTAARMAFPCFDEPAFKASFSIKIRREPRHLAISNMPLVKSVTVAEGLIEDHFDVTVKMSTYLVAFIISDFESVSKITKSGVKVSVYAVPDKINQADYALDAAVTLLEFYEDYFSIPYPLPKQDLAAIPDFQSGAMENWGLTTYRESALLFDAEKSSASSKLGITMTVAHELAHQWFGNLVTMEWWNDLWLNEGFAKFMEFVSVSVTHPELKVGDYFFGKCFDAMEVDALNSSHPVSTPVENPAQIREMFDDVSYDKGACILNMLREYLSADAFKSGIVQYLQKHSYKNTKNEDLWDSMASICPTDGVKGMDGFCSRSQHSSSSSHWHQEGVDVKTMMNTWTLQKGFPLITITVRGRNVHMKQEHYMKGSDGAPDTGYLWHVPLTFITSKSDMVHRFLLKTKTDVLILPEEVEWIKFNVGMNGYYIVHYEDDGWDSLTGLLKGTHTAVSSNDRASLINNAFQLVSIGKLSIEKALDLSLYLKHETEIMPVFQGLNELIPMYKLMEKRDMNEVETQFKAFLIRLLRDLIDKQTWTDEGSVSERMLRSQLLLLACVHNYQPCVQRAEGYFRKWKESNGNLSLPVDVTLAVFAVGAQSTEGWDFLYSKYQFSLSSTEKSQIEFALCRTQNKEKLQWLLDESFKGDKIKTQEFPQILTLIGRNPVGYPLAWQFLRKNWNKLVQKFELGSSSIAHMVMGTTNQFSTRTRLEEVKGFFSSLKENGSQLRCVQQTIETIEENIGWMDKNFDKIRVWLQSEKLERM
S100A4 inh HTS: inhibitors of S100A4-myosin IIA peptide binding, primary screen, biochemical, fluorescence polarization, TAMRA-MyoIIA peptide; inhibition, % at 10.7 µM; hit rate 0.14% among 360,000; AID 652163, 2013;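 active means mean inhibition of at least 70% across replicates, with every replicate also reaching that level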
Target sequence (P26447 whole entry, looked up): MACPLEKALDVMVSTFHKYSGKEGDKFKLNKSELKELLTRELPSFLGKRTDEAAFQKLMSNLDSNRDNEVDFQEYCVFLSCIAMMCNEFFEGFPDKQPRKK
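Material: human S100A4 monomer with TAMRA-labelled myosin IIA peptide; buffer or medium: HEPES pH 7.2 with CaCl2, KCl, NaCl, DTT, Triton; compound dosing: one concentration per compound; schedule: 5 min incubation before reading; benchmarks: neutral control DMSO, positive control TFP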
EWS-Fli block: EWS/Fli-driven NR0B1 reporter inhibitors, primary screen, A673 cells, NR0B1 luciferase, luminescence, MLPCN library | hit rate 0.67% among 350,000 | inhibition, % at 12.6 µM | viability-normalised;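 active means mean inhibition of at least 50% after viability correction, with every replicate also passing that limit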;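 further: firefly luciferase signal divided by Alamar Blue viability fluorescence both relative to DMSO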
An asterisk follows results filed as active; x = not tested or not shown; & = joins results of further samples. Compounds were not picked by outcome; about 2.1% have a hit in one of these screens.

SMILES | PGC1a acetyl inh | PAX8 inh HTS | LGR2 antag | PglD inh | FN deposit inh | ERAP1 inh | S100A4 inh HTS | EWS-Fli block
Cc1cccc(C)c1NC(=O)C(c1ccccc1OC(F)(F)F)N1CCN(C)CC1 (stereo unspecified) | x | -20 | 34 | x | 6 | 0 | -2 | -2
CN(C(=O)c1ccc2nc(N)sc2c1)c1ccccc1 | 4 | -6 | -3 | -1 | -10 | 2 | -2 | 4
O=c1c2ccccc2cnn1Cc1nnc(-c2cccs2)o1 | x | -4 | -14 | 8 | 5 | -1 | -1 | -10
Cn1c(=NC(=O)CCl)sc2ccccc21 | 3 | x | 2 | -3 | x | -2 | 25 | 74*
CC(C)(C)NC(=O)c1ccc2c(c1)C1C3CCC(C3)C1C(c1ccccc1)N2 (stereo unspecified) | -25 | -1 | 8 | -2 | x | x | x | -11
CCNc1nc(NC(C)C)nc(Oc2ccc(/C=N/O)cc2)n1 | 40 | 10 | x | -3 | -5 | x | x | x
NCC(O)CN1CCN(Cc2ccccc2)CC1 (stereo unspecified) | x | -5 | 2 | 0 | -4 | 5 | -1 | -2
C[C@H](CO)N1C[C@H](C)[C@@H](CN(C)CC2CCCCC2)Oc2ccc(NS(=O)(=O)c3cn(C)cn3)cc2C1=O | -3 | x | x | 10 | -1 | -1 | -2 | -11
CC(C)(C)C(=O)Nc1ccc(C(=O)CN2C(=O)NC3(CCOc4ccccc43)C2=O)cc1 (stereo unspecified) | 6 | 7 | 2 | 4 | -10 | -2 | -8 | 3
CC1(C(=O)NS(=O)(=O)c2ccc(F)cc2F)CCN1C(=O)CC1CCCCC1 (stereo unspecified) | 6 | -3 | 5 | 0 | -7 | -3 | 26 | 4
CCc1nnc(NC(=O)CSc2ncc(-c3ccccc3)n2CC)s1 | -3 | 8 | x | 13 | 2 | x | x | x
N#CC1CCCc2c1[nH]c1ccc([N+](=O)[O-])cc21 (stereo unspecified) | -4 | 16 | 12 | 3 | 8 | x | 5 | -18
Cn1c(SCC(=O)NC2CCCCC2)nnc1-c1cccnc1 | -20 | 7 | 11 | -1 | 2 | -2 | -3 | -1
OC[C@@H]1Nc2ccc(C#Cc3ccc(F)cc3)cc2[C@H]2[C@@H]1CCN2Cc1nccs1 | -7 | -11 | -25 | 4 | -28 | x | x | -26
CC(CN1CCCCC1)NC(=O)c1cc(-c2ccccn2)nc2ccc(Cl)cc12 (stereo unspecified) | 5 | 17 | 22 | x | x | 1 | -8 | 6
FC(F)Oc1ccc(NC(=S)NCc2ccccc2)cc1Cl | 4 | x | 5 | -1 | 4 | x | x | x
CCc1cc(C(=O)NNC(=S)NCc2ccccc2)cs1 | 10 | x | 6 | -1 | -4 | x | x | x
O=S(=O)(NCC1CCN(c2ccc(S(=O)(=O)N3CCOCC3)cc2)CC1)c1ccccc1 | x | 19 | 8 | 6 | -2 | 4 | -7 | 12
C[C@@H]1CCCCO[C@H](CN(C)C(=O)c2ccncc2)[C@H](C)CN([C@H](C)CO)C(=O)c2cc(NS(=O)(=O)c3ccc(Cl)cc3)ccc2O1 | 18 | -5 | -8 | 0 | -3 | -1 | -6 | 1
C[C@@H]1CN([C@@H](C)CO)C(=O)c2cc(NC(=O)CCCCCC(=O)Nc3ccccc3N)ccc2O[C@@H](C)CCCCO[C@@H]1CN(C)C(=O)Nc1ccc(C(F)(F)F)cc1 | 6 | -1 | -13 | 7 | x | -4 | 10 | 17
COc1ccc(NC(=O)Nc2ccc3c(c2)CC(=O)N([C@H](C)CO)C[C@H](C)[C@H](CN(C)Cc2ccc(Cl)c(Cl)c2)O3)cc1 | 0 | -9 | -14 | -2 | x | x | x | -8
Cc1ccc(NS(=O)(=O)c2ccc(OCC(=O)NCc3cccnc3)cc2)cc1 | x | 19 | 19 | -2 | 2 | -1 | 0 | -14
C[C@H]1CN([C@@H](C)CO)C(=O)c2cc(NC(=O)C3CCCCC3)ccc2O[C@@H]1CN(C)S(=O)(=O)c1cn(C)cn1 | 4 | x | 1 | -2 | 3 | -1 | -1 | 0
COc1ccc(Br)cc1/C=C/C(=O)Nc1ccc(C)cc1 | -6 | 15 | -16 | -10 | -3 | x | x | x
C[C@H]1CN([C@@H](C)CO)C(=O)Cc2cc(NC(=O)Nc3ccc(C(F)(F)F)cc3)ccc2O[C@H]1CN(C)C(=O)NC1CCCCC1 | 7 | 78* | x | 1 | x | -2 | 6 | -1
CCOc1ccc(N2C(=O)C3C(c4ccccc4)=NN(c4ccccc4)C3C2=O)cc1 (stereo unspecified) | 10 | 8 | -2 | 4 | -2 | 3 | 0 | x
O=C(N[C@H]1CC[C@@H](CCn2cc(-c3ccccn3)nn2)O[C@@H]1CO)c1ccncc1 | 0 | 5 | -14 | 1 | 10 | -1 | 8 | 0
Cc1ccc(-n2nnc3c(=O)n(CC(N)=O)cnc32)cc1 | 6 | 16 | 3 | 7 | 2 | 0 | -6 | 4
O=C(Nc1cc(Cl)ccc1N1CCCC1)C1=COCCO1 | 15 | -1 | 6 | -3 | -10 | 2 | 0 | 2
c1ccc(N2CC[N+]3(CCCC3)CC2)nc1 | 3 | x | 9 | -4 | x | 3 | 5 | -6
O=C(C[C@H]1C[C@H]2c3cc(NC(=O)c4ccc5c(c4)OCO5)ccc3O[C@H]2[C@@H](CO)O1)NC1CCCC1 | 2 | -14 | -20 | 4 | -22 | -2 | -14 | -8
CCOc1ccc(C(=O)CCC(=O)NNC(=O)CCN2CCN(c3ccccc3)CC2)cc1 | x | 9 | -5 | 5 | 0 | -3 | -8 | 8
CSc1nc2ccccc2s1 | 0 | x | 2 | 0 | x | 3 | -1 | -2
O=C(Nc1ccc2c(c1)OCO2)N[C@H]1CC[C@H](CCNC(=O)C2CCOCC2)O[C@H]1CO | 18 | x | -7 | 2 | 8 | 0 | 6 | -7
O=S1(=O)N=C(c2ccccc2)C=C(c2ccccc2)N1 | 6 | -32 | -21 | -4 | 2 | -1 | -2 | 8
CCOP(=O)(OCC)C(Nc1cc(Cl)cc(Cl)c1)c1cccc(O)c1 (stereo unspecified) | x | 18 | 8 | x | -5 | 12 | 0 | 14
Cn1c(CC(=O)Nc2ccccc2F)nnc1SCC(=O)Nc1nccs1 | x | 1 | 14 | -4 | 0 | -1 | -3 | -8
CCCCN1/C(=C/c2cccc[n+]2C)Sc2cc(NC(C)=O)ccc21 | -1 | 13 | 12 | -2 | -2 | 17 | -2 | 12
OCCNC(=S)Nc1ccc(Oc2ccccc2)cc1 | 5 | 12 | 8 | x | x | 1 | 2 | 11
O=C(c1ccc2c(c1)OCCO2)C1CCN(C(=O)Nc2ccccc2F)CC1 | x | -7 | 9 | 1 | 6 | 0 | 0 | -28

Five compounds already listed, sorted by SMILES length, high to low:
SMILES | PGC1a acetyl inh | PAX8 inh HTS | LGR2 antag | PglD inh | FN deposit inh | ERAP1 inh | S100A4 inh HTS | EWS-Fli block
C[C@H]1CN([C@@H](C)CO)C(=O)Cc2cc(NC(=O)Nc3ccc(C(F)(F)F)cc3)ccc2O[C@H]1CN(C)C(=O)NC1CCCCC1 | 7 | 78* | x | 1 | x | -2 | 6 | -1
O=C(Nc1ccc2c(c1)OCO2)N[C@H]1CC[C@H](CCNC(=O)C2CCOCC2)O[C@H]1CO | 18 | x | -7 | 2 | 8 | 0 | 6 | -7
O=C(N[C@H]1CC[C@@H](CCn2cc(-c3ccccn3)nn2)O[C@@H]1CO)c1ccncc1 | 0 | 5 | -14 | 1 | 10 | -1 | 8 | 0
CCCCN1/C(=C/c2cccc[n+]2C)Sc2cc(NC(C)=O)ccc21 | -1 | 13 | 12 | -2 | -2 | 17 | -2 | 12
Cc1ccc(-n2nnc3c(=O)n(CC(N)=O)cnc32)cc1 | 6 | 16 | 3 | 7 | 2 | 0 | -6 | 4

(continued)
SMILES | PGC1a acetyl inh | PAX8 inh HTS | LGR2 antag | PglD inh | FN deposit inh | ERAP1 inh | S100A4 inh HTS | EWS-Fli block
O=C(Cc1c[nH]c2ccccc12)Nc1nnc(C2CC2)s1 | x | 9 | 19 | x | 3 | -4 | -1 | -9
CCCNC(=O)[C@@H]1[C@@H](CO)[C@@H]2Cn3c(ccc(-c4ccccc4F)c3=O)[C@@H]2N1CCC | x | x | -5 | 2 | x | -2 | -2 | -7
O=C(Nc1ccc2c(c1)OCO2)C1CC(c2cccc(Br)c2)=NO1 (stereo unspecified) | -3 | -1 | 5 | -1 | 3 | 1 | 4 | 6
O=C1Nc2ccccc2N(O)N1c1ccc(S(=O)(=O)N2CCCCCC2)cc1 | -5 | 2 | -30 | 0 | -1 | x | x | x
COc1ccc(S(=O)(=O)N(C)C[C@@H]2Oc3ccc(NS(=O)(=O)c4ccc(C)cc4)cc3C(=O)N([C@@H](C)CO)C[C@@H]2C)cc1 | 9 | 11 | -20 | x | x | 0 | -15 | 4
CC(=O)c1sc(Nc2ccc(Oc3ccccc3)cc2)nc1C | -2 | -239 | -49 | -2 | x | x | 0 | -104
O=C(CSc1ccsc1[N+](=O)[O-])N1CCN(c2ccccc2)CC1 | 7 | 2 | -2 | x | -3 | 2 | -1 | 5
c1ccc2c(c1)Cc1cc3ccccc3nc1-2 | 2 | -106 | -22 | -4 | 8 | 1 | 2 | -17
OCCN(Cc1ccccc1)Cc1ncccc1O | -13 | 3 | 11 | 2 | -2 | 3 | 3 | 2
COc1ccc2cc(-c3ccsc3)ncc2c1 | x | -91 | -68 | -2 | -6 | 2 | 38 | -56
C[C@H]1CN([C@@H](C)CO)C(=O)c2cc(NS(=O)(=O)c3ccc(F)cc3)ccc2O[C@H]1CN(C)S(=O)(=O)c1ccc(Cl)cc1 | -5 | x | 22 | 0 | x | 1 | 1 | 7
Cc1ccc(C2N(c3ccccc3)C(=O)N3CCCN23)cc1 (stereo unspecified) | x | -11 | -7 | x | x | -4 | 10 | -6
Cc1cccc(NC(=O)CSc2nccn2Cc2ccco2)c1 | -9 | -169 | -38 | -8 | x | 1 | 0 | x
C[C@@H]1CN([C@H](C)CO)C(=O)c2cc(-c3cncnc3)cnc2O[C@@H]1CN(C)Cc1ccc(Oc2ccccc2)cc1 | -6&13 | -29 | 0 | -4&-1 | x | 1&1 | 63&1 | 8&-4
C=CCN1C(=O)/C(=C/c2ccc(OCC(=O)O)cc2)S/C1=N/c1nccs1 | x | -6 | x | x | 1 | 5 | -6 | 10
O=C(C[C@H]1C[C@@H]2c3cc(NC(=O)Nc4ccccc4)ccc3O[C@@H]2[C@@H](CO)O1)NCc1ccncc1 | -3 | -4 | 2 | 1 | -1 | 0 | -11 | -1

Four entries from above, tab-delimited.
Molecule	PGC1a acetyl inh	PAX8 inh HTS	LGR2 antag	PglD inh	FN deposit inh	ERAP1 inh	S100A4 inh HTS	EWS-Fli block
OCCN(Cc1ccccc1)Cc1ncccc1O	-13	3	11	2	-2	3	3	2
COc1ccc(S(=O)(=O)N(C)C[C@@H]2Oc3ccc(NS(=O)(=O)c4ccc(C)cc4)cc3C(=O)N([C@@H](C)CO)C[C@@H]2C)cc1	9	11	-20	x	x	0	-15	4
Cc1ccc(C2N(c3ccccc3)C(=O)N3CCCN23)cc1 (stereo unspecified)	x	-11	-7	x	x	-4	10	-6
CC(=O)c1sc(Nc2ccc(Oc3ccccc3)cc2)nc1C	-2	-239	-49	-2	x	x	0	-104
